# Compound activity from PubChem.
# EWS-Fli block – inhibitors of EWS/Fli oncoprotein transcriptional activity. 0.67% of 350,000 active. inhibition, % at 12.6 µM. A673 NR0B1-luciferase reporter, viability-normalised;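 active means mean inhibition of at least 50% after viability correction, with every replicate also passing that limit; inconclusive means mean reaches 50% but only one of two replicates passes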;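 further: firefly luciferase signal divided by Alamar Blue viability fluorescence both relative to DMSO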
# PAX8 reporter – lowers PAX8-driven luciferase in RMG-I cells | 1.2% of 360,000 active | inhibition, % at 12.6 µM | RMG-I TPO-luciferase reporter, SteadyGlo, 24 h;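 active means mean replicate inhibition at least 60% with every replicate also reaching 60%; inconclusive means only one of the two criteria is met; inactive means mean below 60% and not all replicates reaching 60%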;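 further: luciferase light reporting Pax8 driven TPO promoter activity; plate controls were median of neutral control wells for no effect and mitoxantrone controls for full effect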
# DENV2 CPE rescue – protects cells from dengue virus 2 cytopathic effect | DENV2-infected cells, cytopathic effect rescue, plate reader | CPE inhibition, % at 9.99 µM | 1.7% of 350,000 active; in the data active means CPE inhibition above about 20%, passing the limit was not always enough; inconclusive means no clear call, values can overlap the other calls; tested in BHK-21 cells;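 further: 0% = median of neutral control wells and 100% = median of positive control wells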
# ARNT-TACC3 inh – disrupts binding between human ARNT and TACC3; Q9Y6A5; AlphaScreen His-ARNT PAS-B/GST-TACC3 binding, luminescence; TACC3 fragment carries E629A point mutation; inhibition, % at 9.99 µM; 0.66% of 390,000 active; AID 623870;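 active means mean inhibition of replicates at least 50% and at least half of replicates each reaching 50%; inconclusive means half or more replicates reach 50% but mean below 50%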;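 further: 0% = complete ARNT plus TACC3 wells and 100% = ARNT alone without TACC3; many hits fall short of the cut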
# Casp6 inh – caspase-6 (human) enzyme inhibition; purified caspase-6, Z-VEID-R110 cleavage fluorescence; inhibition, % at 12.5 µM; 0.53% of 350,000 active;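 active means mean inhibition across replicates at least about 35%, with every replicate also reaching that limit, limit read from the data; inconclusive means only one of the two criteria met; inactive means neither criterion met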;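 further: 0% = median of neutral control wells and 100% = no fluorescence left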
# Target sequence (P55212 24-179 limits assumed): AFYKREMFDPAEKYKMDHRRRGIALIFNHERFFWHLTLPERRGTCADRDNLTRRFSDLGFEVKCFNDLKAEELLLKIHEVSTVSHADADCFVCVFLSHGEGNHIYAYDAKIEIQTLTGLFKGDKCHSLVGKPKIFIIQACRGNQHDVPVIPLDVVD
# Target sequence (P55212 194-293 limits assumed): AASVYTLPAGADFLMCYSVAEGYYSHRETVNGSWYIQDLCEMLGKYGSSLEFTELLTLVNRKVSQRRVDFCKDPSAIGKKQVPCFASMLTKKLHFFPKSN
# LGR2 antag – Drosophila LGR2 receptor signaling inhibition; HEK293 LGR2, CRE-luciferase, bursicon-stimulated, 4 h; AID 720647; inhibition, % at 9.99 µM; 0.35% of 380,000 active;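 active means drop in luminescence signal, shown as inhibition above about 50% in the replicate tests, limit read from the data, passing the limit was not always enough; inconclusive means probably only some replicates passing the limit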;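 further: agonist challenge used bursicon conditioned medium at about half maximal strength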
# SIRT5 block – inhibitors of human sirtuin-5 desuccinylase; Purified SirT5, succinyl-peptide AMC, trypsin-coupled fluorescence; inhibition, % at 15 µM; 1.1% of 330,000 active; in the data active means inhibition above about 15%; inconclusive means no clear call, values can overlap the other calls
# Target sequence (Q9NXA8 whole entry, looked up): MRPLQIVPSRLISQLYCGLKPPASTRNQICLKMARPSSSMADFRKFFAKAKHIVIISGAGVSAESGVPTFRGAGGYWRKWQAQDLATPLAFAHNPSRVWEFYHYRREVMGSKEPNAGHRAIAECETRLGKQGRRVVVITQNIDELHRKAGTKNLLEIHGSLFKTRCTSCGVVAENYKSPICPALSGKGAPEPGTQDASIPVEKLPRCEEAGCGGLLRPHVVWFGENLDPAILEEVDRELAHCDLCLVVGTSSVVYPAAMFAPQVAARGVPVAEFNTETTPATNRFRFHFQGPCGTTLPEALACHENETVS
# The depositor's hits bear a star; u = inconclusive; x = not tested or not shown; & = joins results of further samples; ! = not confirmed by another sample.
SMILES,EWS-Fli block,PAX8 reporter,DENV2 CPE rescue,ARNT-TACC3 inh,Casp6 inh,LGR2 antag,SIRT5 block
Cc1cccc(N2CCN(S(=O)(=O)c3ccc4c(c3)NC(=O)CO4)CC2)c1C,x,-0.1,-0.5,-4.7,-0.5,-10.0,-5.9
Cc1ccc(S(=O)(=O)N(C)C[C@H]2Oc3c(cccc3N(C)C)C(=O)N([C@@H](C)CO)C[C@H]2C)cc1,-6.8,-37.5,-16.4,0.1,-3.9,-1.2,5.1
O=C(O)c1nccnc1C(=O)Nc1ccc(S(=O)(=O)N2CCOCC2)cc1,5.6,1.8,8.5,-6.4,1.6,-8.3,-1.2
Cc1ccc(S(=O)(=O)N(C)C[C@@H]2OCCCC[C@H](C)Oc3ccc(NS(=O)(=O)c4c(C)noc4C)cc3C(=O)N([C@@H](C)CO)C[C@H]2C)cc1,-4.1,-35.2,-2.9,4.9,0.2,5.7,5.3
N#CCC(=O)Nc1ccc(C(=O)NNC(=O)c2ccccc2-n2cccc2)cc1,-4.4,2.3,-1.2,-0.2,-0.3,-11.5,-0.7
N#C[C@H]1[C@@H](c2ccccc2-c2ccccc2)[C@@H](CO)N1C(=O)Cc1ccccc1,3.1,0.6,7.2,x,4.8,6.5,-2.4
COc1ccc(CCCC(=O)NCc2ccccc2)cc1C,33.6,3.4,0.9,33.7,-4.0,x,-3.2
CCOC(=O)c1sc(-c2ccccc2)nc1C,-15.7,-64.8,-4.6,-0.2,-3.1,-18.4,5.5
CN(C(=O)CN1C(=O)c2cc(Cl)c(Cl)cc2C1=O)C1CCS(=O)(=O)C1 (stereo not given),-1.7,-9.2,13.2,4.0,1.6,23.2,-2.3
CCN1CCN(C(=O)/C=C/c2cccc(Cl)c2)CC1,-21.3,-9.1,8.1,-4.6,-3.7,-1.8,-2.7
Cc1c(C(=O)NCC(c2ccco2)N2CCCC2)sc2ccccc12 (stereo not given),14.1,3.8,9.8,-3.7,-1.0,-4.2,-5.1
O=C(Nc1ccccc1N1CCOCC1)c1ccc(F)c(S(=O)(=O)N2CCOCC2)c1,0.9,4.3,-0.6,-15.3,-2.9,3.5,0.2
CCN(CC(=O)NCc1cccs1)C(=O)c1cccc(S(=O)(=O)N(CC)c2ccccc2)c1,4.0,16.1,-3.3,x,-20.2,8.9,-2.6
CCNC(=O)C[C@H]1C=C[C@H](NC(=O)C2CC2)[C@H](CO)O1,-4.8,-4.3,0.3,0.0,10.9,-6.8,3.2
Cc1ccc(SCCSc2nc(C)cc(=O)[nH]2)cc1,-28.1,-24.0,6.7,-12.6,-3.7,-61.1,-2.6
Cc1ccsc1C(=O)OCC(=O)N1CC(C)CC(C)C1 (stereo not given),-18.3,2.6,-5.7,-3.2,-2.1,-2.1,-1.1
O=C(NCCCNCCCNC(=O)c1ccccn1)c1ccccn1,x,3.5,x,-0.5,-2.7,-18.8,-3.2
C[C@@H]1CN([C@H](C)CO)C(=O)c2cccc(NC(=O)C3CCOCC3)c2O[C@@H]1CN(C)S(=O)(=O)c1ccc(Cl)cc1,-7.3,-12.0,8.2,2.4,1.4,-10.3,-0.4
Cc1c(CCOC(=O)CC23CC4CC(CC(C)(C4)C2)C3)sc[n+]1Cc1ccc([N+](=O)[O-])cc1,16.4,36.6,-5.8,14.9,-6.2,-12.3,-5.0
COc1ccc([Si](C)(C)[C@H]2[C@H](CCO)O[C@@]3(C(=O)N(Cc4cccc(N5CCOC5=O)c4)c4ccccc43)[C@@H]2C)cc1,40.0,x,5.6,x,7.2,x,-0.3

# Single records, as listed above:
# CCN1CCN(C(=O)/C=C/c2cccc(Cl)c2)CC1 as listed: EWS-Fli block: -21.3; PAX8 reporter: -9.1; DENV2 CPE rescue: 8.1; ARNT-TACC3 inh: -4.6; Casp6 inh: -3.7; LGR2 antag: -1.8; SIRT5 block: -2.7
# Cc1c(CCOC(=O)CC23CC4CC(CC(C)(C4)C2)C3)sc[n+]1Cc1ccc([N+](=O)[O-])cc1 as listed: EWS-Fli block: 16.4; PAX8 reporter: 36.6; DENV2 CPE rescue: -5.8; ARNT-TACC3 inh: 14.9; Casp6 inh: -6.2; LGR2 antag: -12.3; SIRT5 block: -5.0

# (cont.)
SMILES,EWS-Fli block,PAX8 reporter,DENV2 CPE rescue,ARNT-TACC3 inh,Casp6 inh,LGR2 antag,SIRT5 block
O=C(C[C@H]1CC[C@@H](NC(=O)CC2CC2)[C@H](CO)O1)NCc1ccc(-c2ccccc2)cc1,-6.0,-10.1,0.7,-11.0,-0.5,0.8,-3.5
CCN(CC)C(=O)Cn1cc(C(=O)C(=O)NCCCN2CCCCC2)c2ccccc21,x,12.7,0.3,-8.4,-26.9,-0.3,-3.2
Clc1ccc(-c2nc3c4ccccc4ccn3c2Cc2cccc(Cl)c2)cc1,0.1,24.4,-18.3,x,-2.7,-11.4,-1.7
O=S(=O)(Nc1ccc2c(c1)OCCO2)c1ccc(F)c(F)c1,-5.7,4.8,-6.6,x,3.3,15.2,x
CC=Cc1ccc2n(c1=O)C[C@@H]1[C@@H](CO)[C@H](C(=O)NC3CCC3)N(Cc3ccncc3)[C@H]21 (mixture of isomers),-2.4,-5.8,-4.7,x,1.9,1.6,-3.8
C[C@H]1CN([C@@H](C)CO)C(=O)c2cc(Br)cnc2O[C@@H]1CN(C)C(=O)Nc1ccccc1,1.7,x,1.8,-11.3,1.6,-20.5,2.4
CN1C(=O)c2cc(NC(=O)Cc3cccs3)ccc2OC[C@@H]2O[C@@H](CC(=O)O)CC[C@@H]21,4.9,8.7,9.1,10.5,-1.4,8.5,2.7
CC1(C(=O)O)CCC(C(=O)Nc2cccc(F)c2)C1(C)C (stereo not given),1.5,3.1,15.1,5.1,-5.2,-5.6,-1.6
Cc1ccc(CNS(=O)(=O)c2cc3c4c(c2)CCN4C(=O)CC3)cc1,-3.7,-5.2,0.4,x,8.2,26.2,-1.1
C[C@@H]1CN([C@H](C)CO)C(=O)c2cc(Br)cnc2O[C@@H]1CN(C)C(=O)c1cccnc1,-1.8,x,3.7,1.0,-1.6,2.0,2.1
C[C@@H]1CN([C@H](C)CO)C(=O)CCCn2nncc2CO[C@@H]1CN(C)C(=O)Cc1ccccc1,-14.6&4.6&4.5,-16.5&3.7,32.8*!,-0.5&-2.6,-5.7&0.5&0.3,13.3&-7.0,-6.4&-3.4&-0.2
COc1ccc(COC(=O)c2cccc(S(=O)(=O)N3CCN(C(C)=O)CC3)c2)cc1F,13.1,x,-8.0,-5.0,0.0,4.6,-1.9
O=C(NCC(F)(F)F)[C@@H]1[C@@H](CO)[C@@H]2Cn3c(ccc(-c4ccncc4)c3=O)[C@@H]2N1Cc1ccncc1,-1.7,x,u,-0.4,2.9,0.6,-13.5
C[C@@H]1CN([C@@H](C)CO)S(=O)(=O)c2ccc(C#Cc3ccccc3F)cc2O[C@H]1CN(C)CC1CCOCC1,23.0,94.1*,4.9,13.1,x,31.2,9.0
C/C(=N/NC(=O)c1ccc(Br)o1)c1cccc(NC(=O)c2ccc(F)cc2)c1,x,-14.8,-5.4,-1.3,-2.2,-10.8,0.5
CNC(=S)Nc1ccc([N+](=O)[O-])c(C)c1,-5.5,-9.8,-1.3,-3.0,4.3,-0.7,1.3
Cc1noc(C)c1NC(=O)Nc1ccc2c(c1)CC(=O)N([C@H](C)CO)C[C@H](C)[C@H](CN(C)Cc1ccc3c(c1)OCO3)O2,2.5,-30.4,-10.5,-0.5,-0.2,-7.8,0.5
COc1ccc(NC(=O)CCNC(=O)N2CC(=O)Nc3ccccc32)c(OC)c1,4.3,15.4,4.6,-4.9,4.3,7.8,-0.5
CCCNC(=O)[C@@H]1[C@@H](CO)[C@@H]2Cn3c(ccc(C4=CCCC4)c3=O)[C@H]1N2C(=O)CC,-5.3,x,-1.9,-0.6,-2.2,-15.3,-17.3
Cc1ccc(CNC(=O)C2CCCN2S(=O)(=O)c2ccc3c(c2)C(C)(C)C(=O)N3C)cc1 (stereo not given),3.1,-11.3,-7.7,-12.2,-0.8,14.7,x
CC(C)(C)c1ccc(OCCC(=O)OCC(=O)Nc2ccc(N3CCOCC3)cc2)cc1,-2.9,5.8,u,-9.6,10.6,-6.9,9.9
C[C@@H]1CN([C@@H](C)CO)S(=O)(=O)c2ccc(C#Cc3cccnc3)cc2O[C@H]1CN(C)CC1CCOCC1,15.0,5.4,-8.5,1.0,1.9,6.8,-0.9
Cc1ccc(NC2CCCN(C(=O)c3ccc4[nH]ccc4c3)C2)cc1C (stereo not given),x,17.3,-0.1,7.2,-0.9,11.4,1.0
CN1C[C@H]2[C@@H](c3ccccc31)[C@@H](CO)N2C(=O)Nc1cccc(F)c1,-24.6,-16.1,-4.4,-4.8,1.5,-14.4,-1.4
COc1ccc(CC(=O)Nc2ccc(C(=O)NCC(C)C)cc2)cc1,x,1.3,x,-6.6,2.5,-10.1,18.1*
Cc1ccc(S(=O)(=O)Nc2ccc3c(c2)C(=O)N([C@H](C)CO)C[C@H](C)[C@H](CN(C)S(=O)(=O)c2cn(C)cn2)O3)cc1,0.3,-38.9,17.0,-10.2,0.3,-15.8,-7.1
O=C(O)c1ccc(Cl)c(NCc2cccnc2)c1,16.3,-6.2,-0.5,-0.1,1.6,4.7,-1.0
Brc1ccc(OCc2nnc(SCC3CCCCC3)o2)cc1,-4.1,-5.5,28.9*,-2.8,-3.5,-9.0,0.1
CC(C)C#Cc1cnc2c(c1)C(=O)N([C@@H](C)CO)C[C@@H](C)[C@H](CN(C)C(=O)CCN1CCCCC1)O2,-2.1,x,u,-3.5,2.7,-9.8,6.2
CCC[C@@H](CN1CCC[C@H]1CN1C(N)=NC[C@H]1CC(C)C)N1C[C@@H](Cc2ccccc2)N(CCCC2CCCC2)C1=N,1.9,24.0,-5.5,4.6,9.6,-19.0,2.4
C[C@@H]1CCCCO[C@@H](CN(C)S(=O)(=O)c2ccc(Cl)cc2)[C@H](C)CN([C@H](C)CO)C(=O)c2cc(NC(=O)Nc3ccccc3)ccc2O1,6.7,40.3,4.1,15.8,0.1,-2.9,10.7
CNC(=O)C[C@@H]1CC[C@@H]2[C@H](COc3ccc(NC(=O)c4cccs4)cc3C(=O)N2C)O1,-1.3,40.7,8.5,2.9,x,16.9,x
O=C(NCC(=O)N1CCCCC1)c1ccc2ccccc2c1,x,-60.3,13.6,22.8,-1.0,-3.2,-1.9
COCCCN1C(=O)C(=O)/C(=C(/O)c2ccccc2)C1c1ccc(N(C)C)cc1 (stereo not given),x,x,x,0.8,29.1,-10.5,5.2
COc1ccccc1CNC(=O)c1oc2ccccc2c1C,x,2.9,-8.4,-0.9,2.1,-15.2,-3.5
CCCCn1c(N)c(N(CCC(C)C)C(=O)c2cc(Cl)nc3ccccc23)c(=O)[nH]c1=O,6.5,14.1,-1.4,x,-1.4,-0.9,-1.3
O=[N+]([O-])c1cccc(-c2ccc(C(=S)N3CCN(c4ccccc4)CC3)o2)c1,-2.8,-23.1,3.5,x,1.8,-1.1,2.3
COc1ccc(CCNC(=O)Cn2nc(C)n3nc(-c4ccccc4)cc3c2=O)cc1OC,x,-2.2,6.3,-65.5,0.8,3.5,0.8
CC(C)(C)[S@@](=O)N1Cc2cc(C(=O)N3CCCCC3)nc(-c3cccc(-c4ccc(C#N)cc4)c3)c2[C@H]1CCO,1.0,-3.1,u,-0.2,-0.7,-1.9,3.7
CSc1ccccc1NC(=O)C1CCCN(S(C)(=O)=O)C1 (stereo not given),5.6,-1.8,7.9,-1.4,3.6,-1.7,-2.2
CC(=O)Nc1ccc(CN(C)c2c(C)nc3ccc(C(=O)N(C)Cc4ccccc4)cn23)cc1,8.8,7.2,-1.7,x,-12.1,-0.5,1.5
C/C(=N\NC(=O)COc1cccc(Br)c1)c1ccc2c(c1)OCCO2,-20.3,-21.6,-0.4,-13.0,-0.3,4.7,0.3
Cc1noc(C)c1NC(=O)Nc1ccc2c(c1)C(=O)N([C@@H](C)CO)C[C@H](C)[C@H](CN(C)Cc1ccncc1)OCCCC[C@@H](C)O2,-12.0,-11.3,-1.8,-7.1,-1.4,-9.9,-2.6

# Rows were taken by chance; any-hit rate near 4.9%.
